Pol beta inh = inhibitors of human DNA polymerase beta | P06746 | Pol beta primer extension/strand displacement, fluorescence kinetic | Potency, µM (top dose mostly 114 µM), for the others: top-dose activity change, negative = inhibition, usual class: inhibitors | hit rate 1.3% among 340,000; also: % is scaled to controls: 0 for no effect and ±100 for the full control effect
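Values derive from four-parameter Hill fits of normalized kinetic data: reads at 0 and 10 min following addition of 50 nM substrate to 10 nM Pol beta preincubated 15 min with compound.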
G9a inh = blocks human histone lysine methyltransferase G9a; hit rate 8.8% among 350,000; Q96KQ7; Potency, µM (top dose mostly 102 µM), without a hit: top-dose activity, negative = inhibition, most hits filed as inhibitors; G9a H3K9 monomethylation, AlphaScreen, 2 h; also: % is scaled to controls: 0 for no effect and ±100 for the full control effect; nearly all actives have a fitted effect of over 75% in size
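Signal arises when biotinylated H3K9 peptide, once monomethylated, bridges streptavidin donor and antibody-captured acceptor beads. Enzyme at 20 nM was preincubated 15 min with test compounds; peptide 500 nM and SAM 20 uM then reacted for 2 h.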
Pol eta inh = blocks human DNA polymerase eta activity; Q9Y253; recombinant Pol eta, fluorescent DNA replication assay; Potency, µM (titrated, usually from 114 µM), for the others: at the top dose activity change, negative = inhibition, actives largely listed as inhibitors; hit rate 1.2% among 390,000; AID 588591; also: % is scaled to controls: 0 for no effect and ±100 for the full control effect
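Pol eta (10 nM) was preincubated with compounds for 15 min at room temperature, after which fluorescent replication substrate (50 nM final) was added to start the reaction. Fluorescence was read kinetically at 0 and 10 min.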
APE1 inh = inhibitors of human APE1 endonuclease; hit rate 0.35% among 350,000; Potency, µM (highest dose often 65.8 µM), inactives show top-dose activity change, negative = inhibition, hits mostly inhibitors; AID 2517; recombinant APE1, TAMRA/BHQ-2 abasic DNA cleavage fluorescence;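 also: plate controls were vehicle for no effect and reference inhibitor for full effect; nearly all actives have a fitted effect of over 55% in size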
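Substrate: short duplex with […] THF abasic site, 5'-TAMRA and 3'-BHQ-2, 50 nM final. APE1 at 0.75 nM, preincubated 15 min RT with compound. Fluorescence increase from first to third read measured activity.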
BLM helicase inh = Bloom syndrome helicase (human) inhibition; P54132; recombinant BLM DNA unwinding, fluorescence dequenching; Potency, µM (series often up to 56.1 µM), for the others: top-dose activity change, negative = inhibition, hits mostly inhibitors; hit rate 0.2% among 350,000; AID 2528;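 also: plate controls were vehicle for no effect and no enzyme for full effect; nearly all actives have a fitted effect of over 35% in size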
POLI inh = inhibitors of human DNA polymerase iota; Q9UNA4; Pol iota fluorescent replication assay, 10 min; Potency, µM (series often up to 115 µM), for inactives: at the highest dose activity, negative = inhibition, usual class: inhibitors; hit rate 1% among 390,000; AID 588590
Target sequence (Q9UNA4 whole entry, looked up): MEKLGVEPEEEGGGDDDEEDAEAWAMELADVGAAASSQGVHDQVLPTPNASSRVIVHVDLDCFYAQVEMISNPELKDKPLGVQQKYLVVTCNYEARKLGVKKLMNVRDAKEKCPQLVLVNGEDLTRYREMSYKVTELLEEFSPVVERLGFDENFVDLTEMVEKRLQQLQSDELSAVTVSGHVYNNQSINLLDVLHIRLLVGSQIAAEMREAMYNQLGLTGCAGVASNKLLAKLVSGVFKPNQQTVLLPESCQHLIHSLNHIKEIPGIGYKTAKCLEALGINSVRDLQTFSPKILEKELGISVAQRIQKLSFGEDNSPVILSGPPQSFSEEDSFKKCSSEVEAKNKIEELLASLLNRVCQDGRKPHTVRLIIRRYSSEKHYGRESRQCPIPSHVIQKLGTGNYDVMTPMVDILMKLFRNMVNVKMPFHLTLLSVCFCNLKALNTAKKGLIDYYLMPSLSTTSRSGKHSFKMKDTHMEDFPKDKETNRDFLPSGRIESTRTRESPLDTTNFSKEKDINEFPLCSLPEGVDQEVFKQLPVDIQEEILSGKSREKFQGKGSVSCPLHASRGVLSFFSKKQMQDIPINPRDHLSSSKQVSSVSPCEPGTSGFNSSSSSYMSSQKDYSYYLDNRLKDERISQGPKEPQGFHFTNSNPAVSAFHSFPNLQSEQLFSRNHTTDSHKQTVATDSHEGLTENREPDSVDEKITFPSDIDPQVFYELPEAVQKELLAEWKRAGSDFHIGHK
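Fluorescent replication assay read twice, at 0 min and 10 min after adding 50 nM (final) substrate. Enzyme (10 nM) and compounds were first incubated 15 min at room temperature; enzyme-free buffer wells were negative controls.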
Anesthetic bind = candidate novel general anesthetic via apoferritin binding; AID 485281; hit rate 0.074% among 350,000; Potency, µM (titrated, usually from 77.5 µM), without a hit: at the highest dose activity change, negative = displacement, usual class: inhibitors; apoferritin/1-aminoanthracene competitive binding, fluorescence; also: % is scaled to controls: 0 for no effect and ±100 for the full control effect; nearly all actives have a fitted effect of over 20% in size
Target sequence (P02791 2-175 limits assumed): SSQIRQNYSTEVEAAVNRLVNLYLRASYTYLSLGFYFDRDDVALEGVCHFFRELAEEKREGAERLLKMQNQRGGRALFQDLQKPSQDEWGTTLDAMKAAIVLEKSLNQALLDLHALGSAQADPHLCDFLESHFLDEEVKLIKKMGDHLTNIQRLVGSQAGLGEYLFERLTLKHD
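Probe: 1-aminoanthracene (50% saturated, PBS). Protein: horse-spleen apoferritin, 10 uM. Incubation: 10 min, room temperature. Detection: 380 nm excitation, 535 nm emission. Analysis: normalized response, four-parameter Hill.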
BAZ2B inh = blocks human BAZ2B | Potency, µM (doses to about 114 µM), inactives show at the top dose activity change, negative = inhibition, actives largely listed as inhibitors | Q9UIF8 | AID 504333 | hit rate 4.4% among 360,000 | AlphaScreen BAZ2B-H3K14Ac peptide displacement; also: % is scaled to controls: 0 for no effect and ±100 for the full control effect; nearly all actives have a fitted effect of over 60% in size
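AlphaScreen luminescence quantifies BAZ2B engagement of H3K14Ac peptide; the protein and biotinylated peptide are both at 50 nM final, buffer PBS pH 7.4 with 0.01% Tween-20, all steps at room temperature.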
Pol kappa inh = inhibitors of human DNA polymerase kappa. Q9UBT6. purified Pol kappa, fluorescent DNA synthesis assay, 10 min. Potency, µM (titrated, usually from 107 µM), for the others: top-dose activity, negative = inhibition, most hits filed as inhibitors. hit rate 0.53% among 400,000. AID 588579; also: % is scaled to controls: 0 for no effect and ±100 for the full control effect
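Inhibition of 10 nM Pol kappa is measured by a fluorescent read-out at 0 and 10 min following addition of 50 nM substrate (final), with a 15-min room-temperature compound preincubation.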
The depositor's hits bear a star; ? = inconclusive; / = no result given; & = joins results of further samples; [ ] = another dose, or the depositor's remark. Calls follow the shape of the dose curve; as a rule, active = well fitted curve in the direction sought with a large enough effect; inconclusive = small, poorly fitted or top-dose-only effect, or another doubt; inactive = no such curve, though single readings can be large; an effect the other way counts as inactive or inconclusive. Potency is read from the fitted curve at half-maximal effect.

SMILES	Pol beta inh	G9a inh	Pol eta inh	APE1 inh	BLM helicase inh	POLI inh	Anesthetic bind	BAZ2B inh	Pol kappa inh
O=C(NCc1ccccc1Cl)C1CCCN(C(=O)Nc2ccc(F)cc2)C1 (stereo unspecified)	21%	16%	0%	21%	-4%	13%	-10%	4%	-5%
CCN1CCN(S(=O)(=O)c2ccc(OC)cc2)CC1	10%	-6%	-3%	14%	-3%	90%[activator]	-2%	-13%	-9%
O=C(CN1C(=O)NC2(CCCCCC2)C1=O)c1ccc2c(c1)OCCO2	22%	2%[12.7 µM]	0%	-1%	-3%	10%	?	-6%	-14%
CCCNC(=O)N1[C@H](c2ccc(C)s2)[C@@H](C)C(=O)[C@@H](C)[C@@H]1c1ccc(C)s1	-1%	?	-8%	/	0%	7%	-11%	-2%	8%
CC(C)CCN1CCN(CCCc2ccccc2)CC1CCO (stereo unspecified)	42%	/	-5%	-1%	-2%	9%	-15%	1%	1%
CCC(C)(C)n1nnnc1C(c1cc(OC)ccc1OC)N1CCN(Cc2ccccc2)CC1 (stereo unspecified)	17%	?	-24%	8%	-9%	4%	-12%	-25%	2%
CC1(C)CC(=O)C(C2(O)C(=O)Nc3ccccc32)CO1 (stereo unspecified)	-2%	-10%[59 µM]	-11%	-1%	4%	-11%	-2%	?	-6%
CN(C)c1ccc(CNC(=O)c2ccc3nc(Cc4ccccc4)oc3c2)cc1	0%	?	-11%	/	3%	28µM*	-5%	-38%	-12%[60.1 µM]
NS(=O)(=O)c1ccc(CNC(=O)c2ccc(Br)o2)cc1	14%	2%[59 µM]	-1%	11%	-1%	-6%	7%	8%	0%
CCOC(=O)C1CCCCN1Cc1cn(C)nc1-c1ccccc1F (stereo unspecified)	8%	-36%	-19%	0%	0%	86%[activator]	2%	2%	8%
CCCn1c(=O)c(C(=O)NCC2CCCO2)c(O)c2ccccc21 (stereo unspecified)	-19%	3%	-11%	6%	-8%	2%	-3%	-19%	1%
CN(C)S(=O)(=O)c1ccc(-c2csc(N/N=C/c3ccco3)n2)cc1	-22%	28µM*	-4%	-11%	-4%	-24%	-3%	-23%	-6%
CCn1c(SCC(=O)c2cc(OC)ccc2OC)nnc1C1CC1	16%	50µM*	-9%	-2%	-3%	?	-17%	2%	-1%
CCCCN(C(=O)COC(=O)c1nc2nc(C)cc(C)n2n1)C1CCS(=O)(=O)C1 (stereo unspecified)	/	14%[12.7 µM]	-5%	3%	/	-3%	/	-3%	-9%
Cc1cc(C)n(CCc2nc(-c3cc4ccccc4o3)cs2)n1	3%	16%[59 µM]	-24%	0%	-5%	24%	-13%	/	-12%
COc1ccc(C2(c3ccc(O)cc3O)CC(c3ccccc3Cl)NC(=S)N2)cc1 (stereo unspecified)	?	?	-10%	-1%	-11%	17%	-9%	28µM*	-2%
CCCc1nc2c(s1)CCc1onc(-c3ccc(Cl)cc3)c1-2	/	-5%[2.33 µM]	-3%	3%	/	3%	/	24%	-6%
Cc1ccc(C(=O)Nc2c(N)nc(SCC(=O)Nc3cc(C)on3)[nH]c2=O)cc1	48%	0%[12.7 µM]	4%	-30%	-6%	15%	0%	-12%	-7%
Cc1ccc(OCc2ccc(C#N)cc2)c(C(=O)c2cc(C#N)c(=O)n(C3CC3)c2)c1	1%[57.1 µM]	23%	4%	2%	-8%	12%	13%	48%[activator]	-7%
CC(C)n1c(SCC(=O)NC2CC2)nnc1C1CC1	-9%	51%[activator]	-15%	25%	-5%	39%[activator]	-2%	-11%	-12%
COc1cccc(N2CCN(C3CC(=O)N(c4ccc(Cl)cc4)C3=O)CC2)c1 (stereo unspecified)	1%	?	-5%	-1%	-1%	16%	-3%	-39%	1%
COc1ccc(/C=C/C2=NN(C)C(=O)CC2)cc1	20%	-4%	-9%	-8%	1%	36%[activator]	-5%	-14%	-3%
CCN(CC)c1ccc(NC(=O)c2ccccn2)cc1S(=O)(=O)Nc1ccccc1OC	/	2.5µM*	-9%	5%	/	?	/	?	-11%
CCOc1ccc(NC(=O)c2ccc3c(c2)C(=O)N(Cc2ccncc2)C3=O)cc1	/	?	-12%	19%	/	26%	/	-1%	1%
COc1ccc(NC(=O)/C(C#N)=C/c2ccc(-c3ccc(Cl)c(C(=O)O)c3)o2)cc1	0%	/	22µM*	-13%	-7%	?	-2%	1%	-26%
COc1ccc(C)cc1C1=Nc2ccccc2C1(C)C	-12%	30%[59 µM]	-14%	-1%	1%	32%	-22%	9%	-3%
O=S(=O)(/N=C(/c1ccccc1)N1CCCCCC1)c1ccccc1	20%	12%	0%	0%	-2%	64%[activator]	-9%	5%	-11%
CCC(C)(C)C1CCc2[nH]nc(C(=O)NCc3ccccn3)c2C1 (stereo unspecified)	/	-6%[2.33 µM]	-14%	-6%	/	36%[activator]	/	8%	-18%
Cc1ccc(NC(=O)Cn2c(C)cc(C)c(C#N)c2=O)cc1	4%	1%[12.7 µM]	0%	/	-1%	-11%	-1%	-1%	-3%[60.1 µM]
CCOc1cc(/C=C2/C(=N)N3OC(C)=CC3=NC2=O)ccc1OC	7%	-31%	-16%	?	-10%	2%	-6%	8%	-4%
Cc1cccc(CS(=O)(=O)c2ncc(Cl)c(C(=O)Nc3ccc(F)cc3)n2)c1	2%	28µM*	-24%	32%	-1%	-5%	?	-25%	13%
O=C(CCC1CCCCC1)NCCN1C2=NC[C@H](Cc3ccccc3)N2C[C@H]1Cc1ccc(O)cc1	72%	6%[12.7 µM]	-19%	3%	-3%	?	-18%	-24%	-12%
COc1ccc(C)cc1NC(=O)c1cc2c(=O)n3ccccc3nc2n1C	25%	-6%	-21%	-2%	-5%	140%[activator]	68%[activator]	-19%	-9%
Cc1cnc(Nc2nc3ccccc3o2)nc1C(=O)Nc1cccc(C(F)(F)F)c1	12%	13%[59 µM]	12%	2%	-1%	?	-6%	11%	-8%
O=C(COc1ccc(Br)cc1)NCCCNC(=O)c1cccnc1	1%	44%	-8%	19%	-1%	-14%	-7%	-12%	-14%
O=C(COC(=O)C1CC1)NC(=O)c1ccccc1	/	43%[12.7 µM]	-18%	25%	/	5%	/	3%	-2%
CCOC(=O)C1=C(C)NC(SCC(N)=O)=C(C#N)C1c1ccccc1 (stereo unspecified)	41%	7%	-15%	-3%	-2%	2%	-3%	4%	-1%
Nc1ncnc2c1nc(Br)n2[C@@H]1O[C@H]2COP(=O)(O)O[C@@H]2[C@@H]1O	/	36%[59 µM]	/	12%&2%	3%	/	4%&0%	/	-8%[12 µM]
CCC[N+]1(CC#CCC(c2ccccc2)c2ccccc2)CCCCC1	-1%	8%	-12%	4%	2%	18%	-7%	-14%	2%
C/C(=N/OC(=O)c1ccc(C)cc1)c1ccc(N2C(=O)C3CCCCC3C2=O)cc1 (stereo unspecified)	29%	-27%	-13%	-1%	-1%	23%	-18%	10%	-7%
Cc1c(C)c2c(cc(C)c3c(-c4ccc(Br)cc4)coc32)oc1=O	12%	-11%[59 µM]	-3%	/	0%	-4%	2%	-4%	-5%
COc1ccc(-c2noc(N3CCC(C(=O)NCCCN4CC(C)CC(C)C4)CC3)n2)cc1 (stereo unspecified)	6%	-6%	-8%	13%	5%	-7%	-17%	-22%	-4%
O=C(CCC(=O)Nc1ccc(F)cc1)N/N=C/c1cccc(Br)c1	76%	9%	-17%	-5%	-3%	77%[activator]	?	9%	-5%
COc1ccc(S(=O)(=O)N(C(C)=O)c2ccc3oc(=O)sc3c2)cc1	55%	7.1µM*	-6%	13%	-6%	?	-16%	-34%	-1%
CC(C)(C)c1ccc(N2C(=N)SCC2=O)cc1	4%	1%	-15%	0%	-1%	-24%[58.9 µM]	-16%	0%	-4%
CCOC(=O)N1CCC(NC(=O)c2cc3c(=O)n(C)c4ccccc4c3n2C)CC1	0%	?	5%	-2%	4%	1%	-13%	3%	18%

Ordered by formula weight (lowest first): 6 of the compounds above.
SMILES	Pol beta inh	G9a inh	Pol eta inh	APE1 inh	BLM helicase inh	POLI inh	Anesthetic bind	BAZ2B inh	Pol kappa inh
O=C(COC(=O)C1CC1)NC(=O)c1ccccc1	/	43%[12.7 µM]	-18%	25%	/	5%	/	3%	-2%
COc1ccc(C)cc1NC(=O)c1cc2c(=O)n3ccccc3nc2n1C	25%	-6%	-21%	-2%	-5%	140%[activator]	68%[activator]	-19%	-9%
O=C(CCC(=O)Nc1ccc(F)cc1)N/N=C/c1cccc(Br)c1	76%	9%	-17%	-5%	-3%	77%[activator]	?	9%	-5%
CCOC(=O)N1CCC(NC(=O)c2cc3c(=O)n(C)c4ccccc4c3n2C)CC1	0%	?	5%	-2%	4%	1%	-13%	3%	18%
Cc1cnc(Nc2nc3ccccc3o2)nc1C(=O)Nc1cccc(C(F)(F)F)c1	12%	13%[59 µM]	12%	2%	-1%	?	-6%	11%	-8%
Cc1cccc(CS(=O)(=O)c2ncc(Cl)c(C(=O)Nc3ccc(F)cc3)n2)c1	2%	28µM*	-24%	32%	-1%	-5%	?	-25%	13%

Ordered by the number under Pol kappa inh (high to low): some entries from above.
Structure	G9a inh	Pol eta inh	APE1 inh	BLM helicase inh	POLI inh	BAZ2B inh	Pol kappa inh
COc1ccc(-c2noc(N3CCC(C(=O)NCCCN4CC(C)CC(C)C4)CC3)n2)cc1 (stereo unspecified)	-6%	-8%	13%	5%	-7%	-22%	-4%
Cc1c(C)c2c(cc(C)c3c(-c4ccc(Br)cc4)coc32)oc1=O	-11%[59 µM]	-3%	/	0%	-4%	-4%	-5%
Cc1cnc(Nc2nc3ccccc3o2)nc1C(=O)Nc1cccc(C(F)(F)F)c1	13%[59 µM]	12%	2%	-1%	?	11%	-8%

High-throughput results (PubChem)

Not all compounds are listed. The share of hits here may be higher or lower than overall.
